Compound activity: PubChem, National Center for Advancing Translational Sciences (NCATS)
HT1080 IDH1KD tx – toxicity to HT-1080 IDH1 knockdown cells (counter line); HT-1080 IDH1 knockdown viability, ATP luminescence, 48 h; Potency, µM (titrated, usually from 46.1 µM), for the others: top-dose activity, negative = toxicity, most hits filed as cytotoxic; 2% of 360,000 active; AID 686971;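 also: potency is read from the fitted curve at half-maximal effect; 0% = DMSO wells and -100% = cell-free medium wells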
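Luminescent ATP read-out (CellTiter-Glo, 10 min at room temperature) after 48 h compound exposure at 37 °C gave viability of IDH1-knockdown HT-1080 cells. Activity was normalised to DMSO and cell-free wells, then fitted as concentration-response curves.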
HEK293 tox – cytotoxic in the GLP-1 receptor inverse agonist counter-screen; HEK293 cAMP-luciferase reporter cells, luminescence, 24 h; Potency, µM (highest dose often 38.3 µM), without a hit: top-dose activity change, negative = inhibition, hits mostly inhibitors; 0.13% of 410,000 active; AID 624418;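 also: loss of luciferase light is scored as toxicity; potency is read from the fitted curve at half-maximal effect; % is scaled to controls: 0 for no effect and ±100 for the full control effect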
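Here, cytotoxicity is scored as loss of luminescence. The MLSMR collection was tested on cells seeded in medium containing 10% Nu serum, with a 24 hr compound exposure preceded by 12 hours of culture.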
IL1B secr inh – inhibitors of inflammasome signaling (IL-1 beta secretion) | THP-1 LPS/ATP IL-1B secretion, AlphaLISA, 16 h; stronger effect = lower value | activity change, % at 57.5 µM | 4.7% of 360,000 active | AID 743279; in the data active = activity change below about -50%; inconclusive = mostly about -30% to -49%; also: % is scaled to controls: 0 for no effect and ±100 for the full control effect
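Secreted IL-1B measured by AlphaLISA bead assay after 16 h compound exposure of THP-1 cells; compounds (final up to 57.5 uM) added 1 h before LPS (250 ng/mL) and ATP (1.25 mM) stimulation; lower signal means less secretion.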
HT1080-NT tox – kills 2HG-producing HT-1080-NT fibrosarcoma cells | Potency, µM (top dose mostly 46.1 µM), without a hit: at the highest dose activity, negative = less viability, actives largely listed as cytotoxic | HT-1080-NT fibrosarcoma viability, CellTiter-Glo ATP luminescence, 48 h | 1.6% of 360,000 active;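 also: NT is the 2HG producing partner of a matched IDH1 knockdown line; potency is read from the fitted curve at half-maximal effect; 0% = DMSO-treated cells and -100% = media-only wells without cells; nearly all actives have a fitted effect of over 55% in size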
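750 cells/well, RPMI + 5% FBS; 2 h settle, compound pin-transfer, 48 h at 37 degrees C. CellTiter-Glo 10 min RT, luminescence. Normalized to DMSO and media-only wells.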
KB-3-1 cytotox – KB-3-1 parental cell cytotoxicity; 1.4% of 400,000 active; KB-3-1 viability, CellTiter-Glo ATP luminescence, 72 h; Potency, µM (top dose mostly 46.1 µM), for inactives: top-dose activity change, negative = cytotoxic, actives largely listed as cytotoxic; AID 1347075; also: potency is read from the fitted curve at half-maximal effect; % is scaled to controls: 0 for no effect and ±100 for the full control effect; nearly all actives have a fitted effect of over 60% in size
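72 h, 37 °C compound treatment of KB-3-1 parental cells; CellTiter-Glo added, 10 min, luminescence read. Data corrected against DMSO-only plates and normalized before curve fitting.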
SW480 rereplic – DNA re-replication induction in SW480 cells; SW480 DNA re-replication, Hoechst DNA content imaging, 48 h; Potency, µM (series often up to 46.1 µM), inactives show at the highest dose re-replication activation, hits mostly activators; 1.8% of 340,000 active; AID 624297; also: potency is read from the fitted curve at half-maximal effect; % of control where 0% means no effect; nearly all actives have a fitted effect of over 55% in size
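Cells (250 per well) received 23 nL compound or DMSO by pin tool and were kept 48 hr at 37 C, 5% CO2. Nuclei were then stained with Hoechst for 40 min and scanned for DNA content.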
MCF10A rereplic – DNA re-replication induction in MCF 10a cells; MCF 10A DNA re-replication, Hoechst nuclear intensity, 48 h; 2.9% of 350,000 active; Potency, µM (series often up to 46.1 µM), for inactives: at the highest dose activity, positive = re-replication, actives largely listed as activators; also: potency is read from the fitted curve at half-maximal effect; % of control where 0% means no effect; nearly all actives have a fitted effect of over 50% in size
D3 ag – D3 dopamine receptor (human) agonism; P35462; D3R DiscoveRx beta-arrestin cells, luminescence, 90 min; max activation, %; 0.58% of 410,000 active; AID 652048; in the data active = max activation above about 30%; also: 0% is about no effect; mostly tested at two doses, the higher about 12 µM
Target sequence (P35462 whole entry, looked up): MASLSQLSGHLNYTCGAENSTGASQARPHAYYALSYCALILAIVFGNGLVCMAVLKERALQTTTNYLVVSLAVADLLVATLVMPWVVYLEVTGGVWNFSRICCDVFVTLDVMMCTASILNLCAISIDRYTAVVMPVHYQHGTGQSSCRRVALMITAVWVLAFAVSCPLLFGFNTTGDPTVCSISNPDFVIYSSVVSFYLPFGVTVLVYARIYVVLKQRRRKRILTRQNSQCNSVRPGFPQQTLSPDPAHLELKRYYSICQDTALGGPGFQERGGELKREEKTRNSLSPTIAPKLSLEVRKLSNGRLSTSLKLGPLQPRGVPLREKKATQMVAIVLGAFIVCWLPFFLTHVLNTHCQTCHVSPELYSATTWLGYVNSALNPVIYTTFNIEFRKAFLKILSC
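Cells at 1500/well, incubated overnight, then treated with pinned compounds (dopamine as control) for 90 min at 37 degrees C. DiscoveRx reagent added for 30 - 60 minutes at room temperature; luminescence read.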
KB-V1 MDR tox – kills drug-selected multidrug resistant KB-V1 cells; KB-V1 MDR cells viability, CellTiter-Glo, 72 h; Potency, µM (titrated, usually from 46.1 µM), without a hit: top-dose activity change, negative = cytotoxicity, actives largely listed as cytotoxic; 3.4% of 400,000 active; also: potency is read from the fitted curve at half-maximal effect; % is scaled to controls: 0 for no effect and ±100 for the full control effect; nearly all actives have a fitted effect of over 60% in size
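Readout: CellTiter-Glo luminescence, 10 min after addition. Cells: KB-V1 MDR subline, 72 h at 37 degrees C with compound. Analysis: corrected, normalized data fitted to concentration-effect curves.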
Active calls of the source: *; ? = inconclusive; nt = not tested or not shown; & = joins results of further samples; [ ] = another dose, or the depositor's remark. Unless noted, calls follow the shape of the dose curve; as a rule, active = well fitted curve in the direction sought with a large enough effect; inconclusive = small, poorly fitted or top-dose-only effect, or another doubt; inactive = no such curve, though single readings can be large; an effect the other way counts as inactive or inconclusive.

Every second line gives: HT1080 IDH1KD tx	HEK293 tox	IL1B secr inh	HT1080-NT tox	KB-3-1 cytotox	SW480 rereplic	MCF10A rereplic	D3 ag	KB-V1 MDR tox
> CCOC(=O)C1CCN(C(=O)CNC(=O)c2nn(-c3ccc(OC)cc3OC)c(=O)c3ccccc23)CC1
    16%	5%	11	-1%	-1%	-2%	26%	-12	-21%
> COc1cc(NC(=S)N2CCCC(C)C2)cc(OC)c1OC (stereo not drawn)
    11%	-5%	-5	15%	1%	-3%	-1%	-6	?
> O=c1oc2cc(Oc3ccc(C(F)(F)F)cc3[N+](=O)[O-])ccc2c2c1CCC2
    3%	4%	-23	-6%	-16%	0%	?	-7	21µM*
> CCNC(=O)C1(C)CCN(C(=O)c2cc(OC)c(OC)c(OC)c2)C1 (stereo not drawn)
    17%	-1%	29	3%	0%	nt	nt	9	4%
> O=C(CCC1N=C2c3ccccc3N=C(SCC(=O)NCc3ccco3)N2C1=O)NCc1ccco1 (stereo not drawn)
    12%	7%[0.307 µM]	-3	15%	1%	7%	-4%	-6	4%
> CC1CC(C)CN(CCCNC(=O)c2ccc3c(c2)N(Cc2ccccc2)C(=O)c2ccccc2S3=O)C1 (stereo not drawn)
    -15%	-6%	?	-1%	-6%	?	12µM*	-20	-9%
> C=CCc1cccc(CNc2c(C)cc(C)cc2C)c1O
    14%	-2%	-19	9%	-3%	2%	6%	-11	25%
> O=C(N/N=C/c1ccc(-c2ccc(Br)cc2)o1)c1ccc2c(c1)OCO2
    -17%	11%	-3	-13%	-24%	24%	?	-6	-11%
> Cc1oc2c(C)c3oc(=O)c(CC(=O)N[C@@H](CCCNC(N)=O)C(=O)O)c(C)c3cc2c1C
    0%	5%	-3	0%	8%	-7%	-2%	1	16%
> CCN(C1CCCCC1)S(=O)(=O)c1ccc(S(=O)(=O)NCc2ccncc2)cc1
    ?	-7%	?	?	-7%	0%	-1%	-5	7.3µM*
> COc1ccc(N2CCN(c3ncnc4c3[nH]c3ccccc34)CC2)cc1
    -12%	-9%	-30	-9%	-21%	-1%	6%	11	-23%
> Cc1ccnc(SCC(=O)Nc2c(C)n(C)n(-c3ccccc3)c2=O)n1
    0%	-14%	9	-2%	0%	-20%	-2%	-2	-9%
> Cc1cc(C)cc(NC(=O)CCc2c(C)nc3c(c2C)c(=O)n(C)c(=O)n3C)c1
    nt	-3%	nt	nt	0%	nt	nt	-4	-6%
> CC(Sc1nnc(-c2cccnc2)n1N)C(=O)N1CCOCC1 (stereo not drawn)
    8%	-8%	0	-1%	19%	-3%	-1%	4	13%
> COC(OC)c1ccc(C#N)c(=O)[nH]1
    -1%	5%	8	0%	5%	14%	3%	0	6%
> CSc1nc2ccc(NC(=O)c3ccccn3)cc2s1
    12µM*	2%	-11	15µM*	-23%	?	14%	5	?
> Cc1n[nH]c(C)c1Sc1ccccc1N=Cc1cc(Cl)cc([N+](=O)[O-])c1O
    -2%	11%	1	-4%	-7%	-4%	?	-15	10%
> c1ccc(CNc2c(-c3cccc(SC4CCCCC4)c3)nc3ccccn23)cc1
    ?	-4%	-28	?	-19%	6.5µM*	18µM*	43*	-8%&0%
> CCCN(C(=O)c1ccc([N+](=O)[O-])c(C)c1)c1c(N)n(Cc2ccccc2)c(=O)[nH]c1=O
    0%	-3%	-10	1%	5%	0%	-3%	0	-14%
> O=C(Cc1cccs1)N(Cc1cccs1)C1(C(=O)NC2CCCC2)CCCCC1
    2%	-6%	-24	4%	?	9%	14%	-3	8.2µM*
> CCc1noc(C)c1C(=O)Nc1nc(-c2ccc(Cl)cc2Cl)cs1
    0%	-25%	?	2%	?	13%	16µM*	6	?
> Cc1ccc(OCC(=O)N/N=C\c2ccco2)c(C)c1
    4%[9.24 µM]	4%	?	1%	-10%	-3%	5%	-6	-14%
> CCOc1ccc2oc(C(=O)N3CCN(Cc4ccccc4)CC3)c(C)c2c1
    -13%	-4%	?	-10%	22%	5%	21µM*	-7	-8%
> CCOC(=O)NC(=O)CSc1nnc(C2CC2)n1Cc1ccco1
    23%	-7%	30	14%	6%	-2%	7%	-8	16%
> O=C(O)c1cc2c(o1)CCC/C2=N\O
    -9%	4%	-6	4%	-19%	14%	-1%	-9	-6%
> COC(=O)CN(C#N)c1nc(N(C)C)nc(N(C)C)n1
    -8%	-8%	-16	4%	1%	-88%[inhibitor]	2%	1	0%
> COC(=O)c1ccc(Cn2c(=O)cc(C(F)(F)F)c3c(C)nn(C)c32)cc1
    nt	5%	nt	nt	2%	nt	nt	6	1%
> COc1cc2c(cc1NC(=O)Cc1ccc(C)cc1)oc1ccccc12
    28%	1%	-15	?	-8%	21%	11%	-3	?
> Cn1cccc1C(=O)OCC(=O)Nc1ccc2c(c1)CCC2
    10%	-16%	-15	15%	4%	-5%	19%	-4	1%
> CCOc1ccc(S(=O)(=O)N2CCCCC2)cc1NC(=O)C1CCCC1
    -1%	7%	8	-2%	11%	nt	nt	2	?
> Cc1cc(Br)ccc1OCC(=O)N(Cc1nc(-c2ccccc2)no1)C(C)C
    -22%	2%	6	-1%[9.24 µM]	?	?	18µM*	7	-17%
> CN1CCN(S(=O)(=O)c2ccc(Cl)s2)CC1
    4%	-10%	30	7%	10%	-1%	0%	-3	0%
> CCOC(=O)c1ccc(Nc2cc(C)nc3nc(C)nn23)cc1
    -13%	-9%	23	-10%	0%	-15%	5%	-1	-5%
> CC(=O)OC(C(=O)NC1CCCCC1)c1ccc(C#N)cc1 (stereo not drawn)
    -5%	0%	-23	-1%	0%	-4%	-2%	1	14%
> Cc1ccc(OCC(=O)Oc2cccc(C)c2)cc1
    0%	9%	0	0%	3%	-19%	0%	-8	13%
> CC(C)C(=O)NCC1(N(C)C)CCCCC1
    nt	-1%	nt	nt	-3%	nt	nt	-10	14%
> O=C(CN1C(=O)S/C(=C\c2ccccc2)C1=O)NC1CCS(=O)(=O)C1 (stereo not drawn)
    -1%	-14%	-15	2%	-8%	-25%	2%	20	-18%
> O=C(CSc1ccc(-c2cccs2)nn1)N1CCCCC1
    19%	-25%	0	1%	0%	-6%	-3%	1	-17%
> CNc1ccc(/C=C/C(=O)c2ccc(C)cc2)cc1[N+](=O)[O-]
    ?	9%	-11	?	0%	1%	18%	3	-16%
> COc1ccc(C)cc1S(=O)(=O)Nc1cccc(-c2ccc(N3CCCCCC3)nn2)c1
    -19%	-6%	?	-22%	?	5%	?	-4	-4%
> O=C(/C=C/c1ccco1)Nc1ccccc1C(=O)O
    ?	6%[7.66 µM]	-4	-22%	-5%	-3%	0%	-1	-8%
> COc1ccc(-c2cc(C)no2)cc1S(=O)(=O)N(C)c1cccc(C)c1
    -7%	0%	-14	-4%	-27%	4%	-4%	-3	7%
> CC(=O)OCC(=O)[C@@]1(O)CC[C@H]2[C@@H]3CCC4=CC(=O)C=C[C@]4(C)[C@H]3C(=O)C[C@@]21C
    23%	5%	-4	?	5%	-13%	-2%	-3	-3%
> COc1ccc(/C(O)=C2/C(=O)C(=O)N(CCCN3CCOCC3)C2c2ccc(OC)cc2)cc1 (stereo not drawn)
    4%	0%	17	4%	-3%	1%	-6%	5	-12%
> COc1cc(/C=C/C(=O)Nc2nc3ccc(S(=O)(=O)N(C)C)cc3s2)cc(OC)c1OC
    6.5µM*	-3%[1.53 µM]	28	?	?	10µM*	?	6	-11%
> Cn1c(N)c(C(=O)CSc2nc(N)cc(N)n2)c(=O)n(C)c1=O
    3%	-1%	11	0%	-3%	-1%	0%	-3	7%
> CCc1ccccc1NC(=O)Cc1ccc(-n2c(C)nc3cccnc32)cc1
    nt	0%	nt	nt	0%	nt	nt	-13	-17%
> O=C(Nc1ccncc1)c1cccc2ccccc12
    -4%	2%	nt	-5%	0%	18µM*	-4%	8	?
> CCOC(=O)Nc1oc2ccccc2c(=O)c1C
    7%	-3%	19	12%	-4%	-6%	0%	1	-1%
> Cc1ccc(S(=O)(=O)NC(Cc2ccccc2)C(=O)O)cc1C (stereo not drawn)
    18%	-1%	8	10%	4%	-2%	-16%	8	0%
> Cn1cnc2ncnn2c1=S
    -1%	-16%	6	0%	-14%	nt	nt	1	15%
> Cc1ccc(/C=[N+](/C)[O-])cc1
    10%	2%	-10	15%	-4%	-15%	-16%	1	-13%
> CC1Cc2ccccc2N1C(=O)c1ccc2c(c1)nnn2C (stereo not drawn)
    10%	1%	3	8%	-2%	-3%	-17%	4	-9%
> COCCCNC(=O)CN1C(=O)COc2ccc(S(=O)(=O)N3CCOCC3)cc21
    18%	-2%&8%	11	30%	-8%&-23%	-5%	2%	4&1	?
> O=C(N/C(=C/c1ccccc1F)C(=O)N1CCCCC1)c1ccccc1
    5%	-3%	0	7%	-1%	0%	-5%	-2	-28%
